# Screening results (PubChem BioAssay)
# T cell modulator: modulates CD8 T cell binding to vesicles | 2C CD8+ T cell-vesicle binding, flow cytometry; stronger effect = lower value | 330,000 compounds, 0.068% hits | calls only at 7 µM;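 active = response, share of CD8 T cells binding vesicles, and their 90th percentile fluorescence all below set limits, cut at about 80% in these data, passing the limit was not always enough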
#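 incubation = binding step 1.5 h, 37 °C, antibody labelling 20 min, ice | test system = 2C mouse CD8+ T cells | read-out basis = percent CD8+ FL2 mean versus row control | controls = Peptide-free naked vesicles (low) and QL9 vesicles with 0.7% DMSO vehicle (high) | detection = flow cytometry of vesicle-bound cells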
# Hep lipid drop: modulators of hepatic lipid droplet formation. AML12 mouse hepatocytes, oleate lipid droplets, BODIPY imaging. inhibition, % at 6.5 µM. AID 1656. 240,000 compounds, 0.4% hits;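 active = lipid droplet intensity inhibited by at least 50%, with more than 500 cells counted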
#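 Test system: AML12 mouse liver cells; schedule: overnight exposure; technique: high-content imaging of BODIPY-stained droplets and DAPI nuclei; read-out: % inhibition of corrected integrated BODIPY droplet signal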
# Hep lipid drop cells 6.5 µM: also measured in Hep lipid drop; calls as there; cell count; measured here: cell count, cytotoxicity flag;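 cells counted across two imaged fields per well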
# T cell modulator vesicle-bound %: second read-out of T cell modulator, no call of its own (marks repeat the call); double positive events, %; measured here: CD8+ vesicle-bound cell fraction;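 binding gate set so that unloaded-vesicle control wells show 10% double positive cells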
# An asterisk follows results filed as active; i = inactive. Only part of the results is shown, so the mix of outcomes need not match the whole.
1) Cc1ccc(-n2ncc3c(=O)n(CC(=O)N(C)C)cnc32)cc1
2) Cc1ccccc1C(=O)Nc1ccnn1C1CCN(Cc2ccncc2)CC1
3) CCOC(=O)CNC(=O)N1CCCC(N(C)CCc2ccccc2)C1 (stereo unspecified)
4) COc1ccc(Cl)cc1S(=O)(=O)n1ccnc1
5) O=C(COc1cc2oc(=O)c3c(c2cc1Cl)CCC3)NCC1CCC(C(=O)O)CC1 (stereo unspecified)
6) COc1ccccc1C(=O)N/C(=C\c1cn(S(=O)(=O)N(C)C)c2ccccc12)C(=O)N1CCCCC1
7) C=CCn1c(=O)c(C(=O)NCCc2ccc(Cl)cc2)c(O)c2cc(OC)c(OC)cc21
8) C/C(Cl)=C\Cn1c(N2CCCC2)nc2c1c(=O)n(C)c(=O)n2C
screen / no.,1,2,3,4,5,6,7,8
T cell modulator,i,i,i,i,i,i,i,i
T cell modulator vesicle-bound %,44,40,56,12,24,14,48,57
Hep lipid drop,-5,2,-6,-4,2,-3,-8,-14
Hep lipid drop cells 6.5 µM,854,741,820,793,681,752,787,796

# Brought forward from above: two compounds; new compounds follow.
7) C=CCn1c(=O)c(C(=O)NCCc2ccc(Cl)cc2)c(O)c2cc(OC)c(OC)cc21
8) C/C(Cl)=C\Cn1c(N2CCCC2)nc2c1c(=O)n(C)c(=O)n2C
9) NC(=S)Nc1ccc(S(=O)(=O)c2ccc(NC(N)=S)cc2)cc1
10) COCCn1c(-c2ccc(NC(C)=O)cc2)nc2c1c(=O)[nH]c(=O)n2CC(C)C
11) Cc1ccc(OCc2cc(C(=O)N3CCN(C4CCCCC4)CC3)no2)cc1C
12) Cc1ccc(N2CCN(S(=O)(=O)c3ccc(C)cc3)CC2)cc1
13) CC(C)CNC(=S)N(CCN(C)C)Cc1cc2cc3c(cc2[nH]c1=O)OCO3
14) CCc1ccccc1NC(=O)c1cc(C)no1
15) CCOc1cc(C(=O)NCc2ccco2)cc(OCC)c1OCC
16) CC(C)(C)c1nnc(NC(=O)C2CCN(C(=O)c3ccco3)CC2)s1
screen / no.,7,8,9,10,11,12,13,14,15,16
T cell modulator,i,i,i,i,i,i,i,i,i,i
T cell modulator vesicle-bound %,48,57,30,48,21,6,52,55,44,6
Hep lipid drop,-8,-14,23,-2,-21,-1,-7,19,-4,-5
Hep lipid drop cells 6.5 µM,787,796,708,826,685,770,848,802,779,800

17) Cc1cc(C)c(OCCNCc2ccccc2)c(C)c1
18) CCOC(=O)Cn1ccc(NC(=O)c2ccc3c(c2)OCO3)n1
19) Cc1cccc2c(C(=O)N3CCN(c4ccccn4)CC3)cc(-c3cccc(Br)c3)nc12
20) O=C(CC1C(=O)NCCN1Cc1ccc(Cl)c(F)c1)NC1CCC1 (stereo unspecified)
21) CN1CCN(C(=O)c2cnn(-c3ccccc3)c2NC(=O)c2ccc([N+](=O)[O-])cc2)CC1
22) NC(=O)CC(NC(=O)c1cccc(Br)c1)c1ccc(N2CCCCCC2)c([N+](=O)[O-])c1 (stereo unspecified)
23) Cc1ccc(-c2nc(CS(=O)CC(=O)NCc3ccc(F)cc3)c(C)o2)cc1 (stereo unspecified)
24) CN(CCc1ccccn1)C1CCCN(S(=O)(=O)c2ccc(F)c(Cl)c2)C1 (stereo unspecified)
screen / no.,17,18,19,20,21,22,23,24
T cell modulator,i,i,i,i,i,i,i,i
T cell modulator vesicle-bound %,56,12,73,12,22,18,26,14
Hep lipid drop,0,-11,0,4,-2,9,-11,-10
Hep lipid drop cells 6.5 µM,817,723,814,701,773,771,680,662

25) COc1ccccc1N=Nc1c(C)[nH][nH]c1=O
26) O=C1CSc2ccc(S(=O)(=O)N3CCN(c4ccccc4)CC3)cc2N1
27) Cc1ccc(-n2nc3c(c2NC(=O)c2ccco2)CS(=O)(=O)C3)cc1
28) COc1ccc(N2CCCC2)c(NC(=O)c2ccc(Br)o2)c1
29) COc1ccc(OC)c(CNc2c(C=O)c(=O)[nH]c3ccccc23)c1
30) O=Cc1c(NCCc2cccc(F)c2)c2ccccc2[nH]c1=O
31) Cc1nc(N2CCNCC2)c2c3c(sc2n1)CCCC3
32) COc1ccc(S(=O)(=O)CC(=O)c2cc3cccc(C)c3oc2=O)cc1
screen / no.,25,26,27,28,29,30,31,32
T cell modulator,i,i,i,i,i,i,i,i
T cell modulator vesicle-bound %,39,41,54,46,58,65,64,45
Hep lipid drop,-11,-2,-26,13,11,-1,2,6
Hep lipid drop cells 6.5 µM,791,721,710,581,834,789,817,674

33) COc1cc(OC)c(CN2CCCN(C)CC2)cc1Br
34) O=C1CNC(=S)N1Cc1ccc(F)cc1
35) COc1ccc(OCC(=O)NNC(=O)Nc2cccc(Cl)c2)cc1
36) COc1ccc(NC(=O)CSc2nnnn2-c2ccccc2OC)c(OC)c1
37) CNC(=O)/C(C#N)=C/c1c(N2CCN(c3ccccc3)CC2)nc2c(C)cccn2c1=O
38) Cc1ccc(-c2noc(C3CCCN(C(=O)c4ccc(C(C)(C)C)cc4)C3)n2)o1 (stereo unspecified)
39) COc1ccc(Nc2nc(N3CCOCC3)nc(N3CCOCC3)n2)cc1Cl
40) O=C(c1ccco1)N1CCN(C(=O)C2CC(=O)N(c3ccccc3)C2)CC1 (stereo unspecified)
screen / no.,33,34,35,36,37,38,39,40
T cell modulator,i,i,i,i,i,i,i,i
T cell modulator vesicle-bound %,27,51,71,62,35,16,57,15
Hep lipid drop,7,-8,5,-1,26,29,-3,-5
Hep lipid drop cells 6.5 µM,822,749,858,804,847,786,754,730

41) CC(C)Oc1cccc(C(=O)C2CCCN(C(=O)c3ccccn3)C2)c1 (stereo unspecified)
42) COCCCN1C2=C(C(=O)CC(C)(C)C2)C(c2ccc(OC)c(OC)c2)C2=C1CC(C)(C)CC2=O
43) Cc1cc(C)nc(NC(=O)c2ccc(Br)s2)n1
44) COC(=O)c1ccc(C(=O)OC)c(NC(=O)C2CCCO2)c1 (stereo unspecified)
45) CC1CCN(CCCNC(=O)c2ccc(CS(=O)(=O)Cc3ccc(Cl)cc3)o2)CC1
46) COc1ccccc1C(CNC(=O)c1cc(C)nc2ccccc12)N(C)C (stereo unspecified)
47) CCOC(=O)Nc1ccc2c(c1)N(C(=O)CN1CCN(CCO)CC1)c1ccccc1CC2
48) O=S(=O)(c1ccccc1)c1ccc(N2CCCCCC2)cc1
screen / no.,41,42,43,44,45,46,47,48
T cell modulator,i,i,i,i,i,i,i,i
T cell modulator vesicle-bound %,24,33,25,52,39,21,59,52
Hep lipid drop,-10,-60,9,0,5,8,-1,-1
Hep lipid drop cells 6.5 µM,771,803,842,825,712,787,861,761

# By substructure: the entries above with a tert-butyl group.
16) CC(C)(C)c1nnc(NC(=O)C2CCN(C(=O)c3ccco3)CC2)s1
38) Cc1ccc(-c2noc(C3CCCN(C(=O)c4ccc(C(C)(C)C)cc4)C3)n2)o1 (stereo unspecified)
screen / no.,16,38
T cell modulator,i,i
T cell modulator vesicle-bound %,6,16
Hep lipid drop,-5,29
Hep lipid drop cells 6.5 µM,800,786

# (next part)
49) Cc1ccc(CSc2nsc(C)c2C#N)cc1
50) COc1ccc(CN2CCN(Cc3ccc(C(F)(F)F)cc3)CC2)cc1
51) Cc1ccc(NC(=O)Cn2cc(C=O)c3ccccc32)cc1
52) COc1cc(NC(=O)Cc2ccccc2)ccc1NC(=O)c1ccccc1
53) COc1ccc(S(=O)(=O)N2CCCCCC2)cc1C(=O)Nc1cccc(C)n1
54) COP(=O)(OC)c1nc(-c2ccc([N+](=O)[O-])cc2)oc1N1CCCCC1
55) CCCCCNS(=O)(=O)c1cc2c3c(c1)CCC(=O)N3CCC2
56) CCOc1ccc(CCNC(=O)c2cc(C)on2)cc1OCC
screen / no.,49,50,51,52,53,54,55,56
T cell modulator,i,i,i,i,i,i,i,i
T cell modulator vesicle-bound %,45,52,42,58,47,30,39,8
Hep lipid drop,-8,3,-6,4,4,0,-56,44
Hep lipid drop cells 6.5 µM,836,836,824,840,777,799,709,796

57) CCCNc1c(NS(=O)(=O)c2ccc(OC)c(OC)c2)c(=O)oc2ccccc12
58) O=C1CC(N2CCN(c3ccccc3)CC2)C(=O)N1c1cccc(Cl)c1 (stereo unspecified)
59) Cc1cccc(NC(=O)c2cc(S(=O)(=O)N3CCC4(CC3)OCCO4)ccc2F)c1
60) CC1Cc2cc(/C(O)=C3/C(=O)C(=O)N(CCCN4CCOCC4)C3c3ccc(C(C)C)cc3)ccc2O1 (stereo unspecified)
61) COc1ccccc1C(=O)N1C(CC(=O)Nc2ccccc2C)C(=O)NC2CCCCC21 (stereo unspecified)
62) Cc1ccc2cc(NC(=O)c3ccccc3C)ccc2n1
63) O=C(N=C1SC2CS(=O)(=O)CC2N1Cc1ccc(F)cc1)C1CC1 (stereo unspecified)
64) Cc1cc(NS(=O)(=O)c2ccc(NC(=O)N[C@H](C(=O)O)C(C)C)cc2)no1
screen / no.,57,58,59,60,61,62,63,64
T cell modulator,i,i,i,i,i,i,i,i
T cell modulator vesicle-bound %,9,52,21,41,14,34,26,4
Hep lipid drop,-1,-6,11,9,-6,-1,-2,-1
Hep lipid drop cells 6.5 µM,693,849,698,691,678,428,702,705

65) O=C(Nc1nnc(S(=O)(=O)N2CCN(c3ccc(F)cc3)CC2)s1)c1ccccc1
66) CCc1ncc(C)[nH]1
67) CCOc1ccc(S(=O)(=O)N2CCN(c3ncccn3)CC2)cc1
68) CC(C)Cc1ccc(S(=O)(=O)Nc2ccc3[nH]c(=O)[nH]c3c2)cc1
69) COc1ccccc1/C=C1\SC(=S)N(CCC(=O)Nc2ccc(C(=O)O)c(O)c2)C1=O
70) COc1ccccc1OCC(=O)N1CCCCCCC1
71) Cc1nn(-c2ccccc2)c(Cl)c1C(=O)NCC(C)c1ccccc1 (stereo unspecified)
72) CCC(=O)Nn1c(C2CCC2)nc2ccccc2c1=O
screen / no.,65,66,67,68,69,70,71,72
T cell modulator,i,i,i,i,i,i,i,i
T cell modulator vesicle-bound %,3,30,43,24,56,55,25,58
Hep lipid drop,1,-2,-2,-3,-5,-1,-25,-7
Hep lipid drop cells 6.5 µM,730,812,797,837,807,828,764,789

73) O=C(NC1CC1)C1CCN(C(=O)c2ccc(Cl)cc2Cl)CC1
74) COCCC(=O)N1CCC(Oc2ccc(C(=O)N3CCCCCC3)cc2)CC1
75) COc1ccc(N(C(=O)Cc2cccs2)C(C(=O)NC2CCCC2)c2ccncc2)cc1 (stereo unspecified)
76) CCOC(=O)N1CCN(Cc2nc3cc([N+](=O)[O-])ccc3n2CC)CC1
77) COc1ccc(-n2c(=S)[nH]c3cc(C(=O)NCc4cccnc4)ccc3c2=O)cc1
78) COCC1CCN(C(=O)c2cc(COc3ccc(-n4cncn4)cc3)on2)C1 (stereo unspecified)
79) CC1CCCCN1C(=O)c1ccc(Br)o1 (stereo unspecified)
80) O=c1[nH]nc(C(F)(F)F)c2nnn(Cc3ccccc3Cl)c12
screen / no.,73,74,75,76,77,78,79,80
T cell modulator,i,i,i,i,i,i,i,i
T cell modulator vesicle-bound %,52,20,30,23,28,7,17,18
Hep lipid drop,8,-1,8,-14,0,25,-4,4
Hep lipid drop cells 6.5 µM,672,708,845,750,783,702,816,807

81) Cc1nc2ccc(S(=O)(=O)NCC(=O)NCCc3ccc(Cl)cc3)cc2s1
82) Cc1cc(C)cc(N(CC(=O)NC(C)(C)C)C(=O)CCC(=O)Nc2ccccn2)c1
83) CCCCSCCCNC(=O)CCCN1C(=O)c2ccccc2Sc2ncccc21
84) CN(Cc1ccon1)C(=O)c1ccc2nc(Cc3cccc(Cl)c3)oc2c1
85) COc1ccc(-c2cc(C)no2)cc1S(=O)(=O)NCC(C)c1ccccc1 (stereo unspecified)
86) C=CCOc1ccc(/C=N/NC(=O)CN2CCCCC2)cc1OC
87) COc1cccc(OCc2cc(C(=O)N(C)Cc3nccn3C)no2)c1
88) CNS(=O)(=O)c1cccc(C(=O)OCC(=O)NCCCc2ccccc2)c1
screen / no.,81,82,83,84,85,86,87,88
T cell modulator,i,i,i,i,i,i,i,i
T cell modulator vesicle-bound %,23,48,40,15,6,41,24,7
Hep lipid drop,4,-2,4,-29,0,1,-6,11
Hep lipid drop cells 6.5 µM,764,787,819,753,742,765,742,729

89) OCCN1CCN(CC(O)COC(c2ccc(F)cc2)c2ccc(F)cc2)CC1 (stereo unspecified)
90) CCOC(=O)c1sc(NC(=O)CCc2ccc(OC)cc2)nc1C
91) Cn1c(/C=C/c2ccc(Br)cc2)c([N+](=O)[O-])c(=O)n(C)c1=O
92) COc1cccc(CN2CCN(c3ncccn3)CC2)c1OC
93) O=C(O)[C@@H]1CC(O)CN1C(=O)CCc1c[nH]c2ccccc12 (stereo partly specified)
94) CC(Oc1cc2oc(=O)c3c(c2cc1Cl)CCC3)C(=O)NCCCn1ccnc1 (stereo unspecified)
95) CCCn1cc(S(=O)(=O)c2ccccc2)c(=O)c2cc(CC)ccc21
96) COc1ccccc1N(CC(=O)NCCSCc1ccccc1)S(C)(=O)=O
screen / no.,89,90,91,92,93,94,95,96
T cell modulator,i,i,i,i,i,i,i,i
T cell modulator vesicle-bound %,11,25,35,57,8,63,17,31
Hep lipid drop,-19,5,-14,-1,-18,-7,4,3
Hep lipid drop cells 6.5 µM,826,819,819,812,803,629,766,413
